PMI inhibition: human PMI inhibitors, high substrate, primary screen, biochemical, fluorescence intensity, high mannose 6-phosphate (AID 1220); Mannose-6-phosphate isomerase (Homo sapiens); recombinant PMI enzyme, coupled fluorescence intensity; higher % means a stronger effect; inhibition, % at 20 µM, or IC50 in µM where a hit was titrated; 190,000 compounds, 0.66% hits
Hep lipid drop: inhibitors of hepatocyte lipid droplet formation, primary screen, imaging, high-throughput imaging, BODIPY stain. AML12 mouse hepatocytes, oleate lipid droplets. inhibition, % at 6.5 µM. 240,000 compounds, 0.4% hits. AID 1656, 2009;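 active means lipid droplet intensity inhibited by at least 50%, with more than 500 cells counted; inconclusive means wells with under 300 cells, treated as cytotoxic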
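Material: mouse AML12 hepatocyte cell line, fixed after treatment; Timing: compound with oleate, overnight; Technique: high-content imaging of BODIPY-stained droplets and DAPI nuclei; Probe or stimulus: oleate, 100 µM final; Dosing: compound at 6.5 µM only.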
UTI89 phage lysis: inhibition of K1F phage lysis, E. coli UTI89, bacterial capsule biogenesis inhibitors, alamar blue (AID 488966). one-dose inhibition, % at 100 µM; IC50 in µM for titrated hits. E. coli UTI89 K1F phage lysis, alamar blue, 2 h; higher % means a stronger effect. 340,000 compounds, 0.02% hits;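 active means phage lysis inhibition, versus mean bacterial control, above a set limit; inconclusive means no clear call, values can overlap the other calls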;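 further: capsule biogenesis inhibitors block K1F phage lysis so surviving cells raise fluorescence; higher fluorescence means more inhibition of phage lysis; actives were called in the ten point dose series up to 300 µM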
M1AAP inhibition: P. falciparum M1AAP inhibitors, biochemical, fluorogenic H-Leu-NHMec substrate, 1536-well (AID 1445); 220,000 compounds, 0.42% hits; recombinant M1AAP, H-Leu-NHMec fluorogenic kinetic assay; higher % means a stronger effect; inhibition, % at 30 µM; hits with a dose series show IC50 in µM; Aminopeptidase N (Plasmodium falciparum (isolate 3D7));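 active means primary inhibition above the hit cutoff, then over 50% inhibition at one or more dose response concentrations, cut at about 23% in these data, passing the limit was not always enough; inconclusive means conflicting primary data, or primary hits not chosen for dose response; inactive means low primary inhibition, or under 50% at every dose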;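 further: plate controls were DMSO full reaction for no effect and no enzyme background for full effect; strong numbers were not always called active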
human PMI inhibition: inhibitors of human PMI, primary screen, biochemical, fluorescence intensity, coupled assay (AID 1209). Mannose-6-phosphate isomerase (Homo sapiens). purified PMI enzyme, coupled fluorescence intensity; higher % means a stronger effect. one-dose inhibition, % at 20 µM; IC50 in µM for titrated hits. 190,000 compounds, 0.42% hits;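 further: plate controls were DMSO vehicle for no effect and wells lacking substrate for full effect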
TNAP activation fold: human TNAP enzyme activators, primary screen, biochemical, luminescent, no phosphate acceptor, uHTS (AID 1001); 200,000 compounds, 0.03% hits; purified TNAP, luminescent activation assay, no phosphate acceptor; higher activation fold means a stronger effect; Alkaline phosphatase, tissue-nonspecific isozyme (Homo sapiens); one-dose activation fold at 20 µM; EC50 in µM for titrated hits; in the data active means activation fold from about 3, or a potency from the dose series; inactive means the rest, 99 in 100 with activation fold below about 1.6; further: many of its hits are not listed in these tables
XIAP displacement: XIAP antagonists, biochemical, IAP family, fluorescence polarization (AID 1018). E3 ubiquitin-protein ligase XIAP (Homo sapiens). XIAP BIR domain, fluorescence polarization peptide displacement; higher % means a stronger effect. one-dose displacement, % at 20 µM; IC50 in µM for titrated hits. 200,000 compounds, 0.007% hits; in the data active means displacement above about 50%; further: a part of the inactive calls stands beside numbers as strong as those of hits
P. falciparum M17LAP: P. falciparum M17LAP inhibitors, primary screen, biochemical, fluorogenic H-Leu-NHMec substrate, 1536-well (AID 1619); Leucine aminopeptidase (Plasmodium falciparum (isolate 3D7)); recombinant M17LAP, H-Leu-NHMec fluorogenic kinetic assay; higher % means a stronger effect; one-dose inhibition, % at 30 µM; IC50 in µM for titrated hits; 220,000 compounds, 0.38% hits;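 active means compound inhibiting the enzyme by more than half at any dose during confirmatory dose-response retesting; inconclusive means strong single-dose inhibitors picked by rank but not retested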;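 further: plate controls were full reaction with DMSO carrier for no effect and no enzyme background for full effect; strong numbers were not always called active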
SIAH1 antagonists: Siah-1 peptide-binding antagonists, primary screen, biochemical, fluorescence polarization, rhodamine-plectin, uHTS (AID 1817); E3 ubiquitin-protein ligase SIAH1 (Homo sapiens); Siah-1 / rhodamine-plectin peptide fluorescence polarization; higher % means a stronger effect; displacement, % at 20 µM, or IC50 in µM where a hit was titrated; 290,000 compounds, 0.02% hits;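 active means displacement of at least 50% at 20 µM, with a fluorescence ratio check between 0.3 and a set limit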;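 further: plate controls were Siah plus tracer with DMSO for no effect and tracer alone without Siah for full effect; strong numbers were not always called active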
Hep lipid drop cells 6.5 µM: second read-out of Hep lipid drop, no call of its own (marks repeat the call); cell count; measured here: cell count, cytotoxicity flag;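 cells counted across two imaged fields per well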
* hit, by the source's call; ? = inconclusive; nt = no result given; [ ] = another dose, or the depositor's remark. Unless noted, no stated cut-off is given here; in the data, active means inhibition above about 50%; inactive means the rest.

SMILES	PMI inhibition	Hep lipid drop	Hep lipid drop cells 6.5 µM	UTI89 phage lysis	M1AAP inhibition	human PMI inhibition	TNAP activation fold	XIAP displacement	P. falciparum M17LAP	SIAH1 antagonists
CC(=O)N1N=C(c2ccco2)CC1c1cccs1 (stereo not given)	9%	-6	641	0.3%	5%	10%	1	-6.1%	4%	-4%
C=CCN1C(=O)/C(=C/C=C2/N(CC)c3ccc(S(=O)(=O)N(C)C)cc3N2CC)SC1=S	38%	35	713	0.2%	5%	28%	0.7	-27%	0%	49%
CCN(CC)C(C)C#CCC(c1ccccc1)c1ccccc1 (stereo not given)	nt	16	677	nt	9%	nt	nt	nt	9%	2%
Cc1ccc(CNC(=O)CSCc2ccc(F)cc2)cc1	3%	-6	697	0.0%	1%	4%	1.1	-5.0%	-3%	-1%
CCC(=O)NC(=S)Nc1cccc(-c2nc3ncccc3o2)c1	1%	-2	637	6.2%	10%	-1%	1.1	-4.5%	4%	8%
COc1ccc(NC(=O)N2CCCC(c3nc(-c4ccc(C(C)C)cc4)no3)C2)cc1 (stereo not given)	16%	nt	nt	5.8%	-3%	18%	1.2	-9.6%	-5%	-2%
COc1ccc(-c2cc3ccccc3n2CC(O)CN2CCCCC2)cc1 (stereo not given)	nt	-12	695	0.5%[50 µM]	-2%	nt	nt	nt	12%	16%
O=C(NCc1ccccc1Cl)c1ccc2nc[nH]c2c1	3%	-5	656	-1.3%	-4%	11%	1.4	-4.8%	9%	2%
COc1ccc(C2OC(=O)CC2C(=O)NC(C)C)cc1 (stereo not given)	9%	nt	nt	2.1%	-5%	11%	1.1	-6.1%	9%	3%
CSc1ccccc1C(=O)NCCOc1cccc(C)c1	-2%	-14	686	0.3%	4%	-1%	1.1	-1.6%	0%	0%
CC(C)Nc1nc(NC(C)C)nc(N(C)C(N)=O)n1	13%	nt	nt	0.0%	1%	-1%	1.1	-6.2%	3%	3%
COc1ccccc1-c1c(C)nn2c(N3CCC(C(N)=O)CC3)cc(C)nc12	6%	-11	619	-1.0%	8%	4%	1.1	2.2%	19%	4%
Cc1cc(C)c(C#N)c(SCc2nnc(-c3ccccc3)o2)n1	4%	3	699	2.5%	6%	12%	1.3	-10%	-6%	3%
CC(C)(Oc1ccc(Cl)cc1)C(=O)N1CCN(c2ccccn2)CC1	9%	-2	739	-0.1%	2%	7%	1	-3.8%	-8%	3%
CCN(C(=O)COC(=O)c1ccccc1SCC(=O)NC1CCCCCCC1)C1CCS(=O)(=O)C1 (stereo not given)	1%	-8	644	4.5%	6%	2%	1.1	-13%	8%	4%
Cc1ccc(CC(NC(=O)c2ccccc2)C(=O)N2CCCC2C(=O)O)cc1 (stereo not given)	2%	-6	742	-1.7%	1%	8%	1	-7.6%	17%	5%
CCC1(C)Cc2c(sc3[nH]c(=S)n(Cc4ccccc4)c(=O)c23)CO1 (stereo not given)	-7%	2	800	0.8%	9%	-3%	1.1	-3.7%	18%	-6%
CCOc1ccc(N2C(=O)CC(NCCc3ccncc3)C2=O)cc1 (stereo not given)	3%	1	779	2.5%	0%	5%	1.1	-3.7%	4%	-1%
CCn1c(SCC(=O)NC2CCCC2)nnc1-c1c[nH]c2ccccc12	0%	-26	641	-0.7%	-1%	4%	1	-5.9%	10%	2%
COC(=O)Cc1[nH]nc2c1C1(C(=O)N(Cc3ccc(Cl)cc3)c3ccccc31)C(C#N)=C(N)O2 (stereo not given)	6%	nt	nt	5.4%	6%	5%	1.1	-1.1%	12%	2%
CC(=O)c1cccc(S(=O)(=O)NC2CCCCCC2)c1	-12%	-8	629	10%	6%	-1%	1.1	-2.9%	-6%	4%
CC(C)c1nc2c(c(=O)n(C)c(=O)n2C)n1C	nt	4	406	0.9%	-3%	nt	nt	nt	-2%	0%
CCOC(=O)c1[nH]ncc1CN1CCC(Cc2ccccc2)(C(=O)OCC)CC1	nt	2	714	2.1%[50 µM]	5%	nt	nt	nt	8%	14%
O=C(NC1CC1)c1cc2c(F)cccc2s1	-4%	-2	600	0.1%	3%	-2%	1.1	-9.7%	3%	2%
O=C(CSc1ccc(-c2ccccn2)nn1)NCc1ccc(F)cc1	-12%	-6	691	0.1%	-1%	-8%	0.9	-3.8%	2%	-4%
The results go on:
SMILES	PMI inhibition	Hep lipid drop	Hep lipid drop cells 6.5 µM	UTI89 phage lysis	M1AAP inhibition	human PMI inhibition	TNAP activation fold	XIAP displacement	P. falciparum M17LAP	SIAH1 antagonists
CCCc1n[nH]c2c1C(=O)CC(C)(C)C2	6%	nt	nt	0.3%	3%	13%	0.4	-2.9%	6%	4%
COc1ccc(C2=NC(c3ccccc3)CO2)cc1 (stereo not given)	-15%	-26	706	nt	2%	-17%	1	-8.7%	10%	-6%
C=CCn1c(CCSCc2ccccc2)n[nH]c1=S	-4%	6	703	0.1%	1%	-2%	1.1	-3.5%	5%	7%
Cc1ccc(N(CC(=O)Nc2ccccc2C(=O)N2CCOCC2)S(C)(=O)=O)cc1	-10%	-3	756	2.1%	-4%	-2%	1.1	-1.1%	12%	-2%
CCN(CC(=O)NCc1ccc(Cl)cc1)C(=O)/C=C/c1cccs1	-3%	-6	651	0.6%	10%	-3%	1.1	-4.6%	5%	3%
CCc1c(C(=O)NC2CCCC2)csc1C	-3%	16	685	5.7%	?	-1%	1.1	-8.4%	8%	2%
Cc1cc(NC(=O)c2cc([N+](=O)[O-])ccc2Cl)no1	nt	14	690	-2.2%	-1%	nt	nt	nt	0%	8%
O=C(Nc1nc(COc2ccccc2)cs1)C1CCC1	12%	-4	729	0.0%	2%	12%	1.1	-3.5%	3%	-4%
Cc1cccc(C)c1OCC(O)CNS(=O)(=O)c1ccccc1C(=O)N1CCOCC1 (stereo not given)	-7%	-7	797	5.3%	-1%	-8%	1.1	-10%	-13%	2%
Cc1cc(NC(=O)CSc2ccc(-c3ccc(F)cc3)nn2)no1	-4%	-4	763	0.1%	-1%	-12%	1.1	-4.2%	-5%	-3%
c1cc(C2OCCN2CC2COC3(CCCC3)O2)ccn1 (stereo not given)	-4%	3	778	0.5%	1%	-1%	1	-4.8%	-7%	2%
COc1ccc(C(CC(=O)O)NC(C)=O)cc1OC (stereo not given)	-3%	nt	nt	0.5%	-4%	0%	1.1	-5.2%	-9%	1%
COc1ccc([N+](=O)[O-])c(OC)c1C(=O)NC(=O)Nc1c(F)cc(F)cc1F	nt	4	723	-0.2%	2%	nt	nt	nt	2%	-1%
CC1=CC(C)(C)N(S(=O)(=O)c2ccc(C)cc2)c2ccccc21	10%	-7	781	0.1%	10%	9%	1.1	-3.2%	1%	4%
N#Cc1cn(Cc2ccccc2)c(=O)[nH]c1=O	-15%	1	678	-1.9%	-2%	-13%	1	6.8%	-11%	-4%
CCOC(=O)N1CCN(C(=O)CSc2ccc(-c3ccccc3)nn2)CC1	6%	10	716	2.0%	0%	-3%	1.1	-0.5%	5%	-4%
COCC(C)NC(=O)C1CC(c2cccc(Br)c2)=NO1 (stereo not given)	-7%	nt	nt	0.7%	0%	-2%	1.2	-2.3%	-4%	5%
C=CCOc1ccc(Br)cc1/C=N/O	6%	5	849	-0.5%	-11%	11%	1.1	-0.2%	-3%	-1%
CCOC(=O)c1c(/N=C/N(C)C)sc(C)c1C	-5%	0	649	0.2%	3%	-2%	1.1	-5.6%	3%	-1%
Cc1cc(C)n(-c2nnc(N3CCN(c4ccc(F)cc4)CC3)nn2)n1	nt	7	665	0.2%	1%	nt	1.1	-3.7%	-2%	5%
COc1cccc(C(=O)NCCSc2c(C)[nH]c3ccccc23)c1OC	nt	-14	669	0.1%	9%	nt	nt	nt	-10%	12%
Cc1ccc2nc3c(cc(C(=O)NCc4ccco4)c(=N)n3Cc3ccco3)c(=O)n2c1	nt	-4	648	-0.5%	-4%	nt	1.1	-0.1%	5%	16%
COc1ccc(CCNC(=O)CSc2ccsc2[N+](=O)[O-])c(OC)c1	1%	-10	682	0.0%	7%	1%	1.1	-5.5%	2%	2%
CCOC(=O)N1CCc2c(sc(NC(=O)c3ccc(S(=O)(=O)N4CCCC4)cc3)c2C#N)C1	-13%	-1	714	-0.3%	?	-25%	1.1	-2.7%	51%	8%
Cc1nc2c(C)cccn2c1/C(O)=C1\C(=O)C(=O)N(CCN2CCOCC2)C1c1ccncc1 (stereo not given)	-19%	nt	nt	0.2%	7%	-10%	1.1	-3.6%	28%	6%
Other records.
SMILES	PMI inhibition	Hep lipid drop	Hep lipid drop cells 6.5 µM	UTI89 phage lysis	M1AAP inhibition	human PMI inhibition	TNAP activation fold	XIAP displacement	P. falciparum M17LAP	SIAH1 antagonists
CC1=C(C(=O)Nc2ccccc2)C(c2ccco2)C(C#N)=C(SCC(N)=O)N1 (stereo not given)	-11%	8	767	3.2%	15%	-4%	1.1	-5.6%	5%	1%
CC(C)(C)C(=O)N1CCc2cc(-c3csc(N)n3)ccc21	-8%	nt	nt	-0.4%	9%	4%	1.1	-1.5%	-4%	-1%
CCOC(=O)c1[nH]c(C)c(C(=O)NC(C)(C)C)c1C	-2%	nt	nt	0.5%	4%	-7%	1.1	-6.9%	3%	-1%
CCOc1ccc2[nH]c(=O)c(CN(CCO)C(c3nnnn3C3CCCCC3)C(C)C)cc2c1 (stereo not given)	-52%	nt	nt	0.1%	14%	-52%	1	-4.8%	-5%	-2%
CC(C)NC(=O)c1cc(-c2cccs2)on1	-8%	14	814	1.3%	-12%	-1%	1.1	0.9%	-4%	-1%
CCOC(=O)C(C)Sc1nc(=O)n2cc(C)ccc2n1 (stereo not given)	-6%	-2	627	0.7%	7%	-15%	1	-6.7%	1%	2%
O=C(NCC1CCCO1)c1ccc(COc2ccc(Br)cc2)cc1 (stereo not given)	4%	16	797	-0.2%	7%	4%	1	-7.7%	-13%	5%
O=C(CC1CCCCC1)NCc1ccccn1	2%	0	704	2.8%	-5%	1%	1.1	0.7%	1%	6%
c1cncc(C2OCC3(CO2)COC(c2cccnc2)OC3)c1 (stereo not given)	-11%	-28	705	2.4%	-3%	6%	1.1	-7.9%	-1%	-3%

Three compounds out of the list above, arranged by their value in human PMI inhibition, falling.
smiles	human PMI inhibition
O=C(NCC1CCCO1)c1ccc(COc2ccc(Br)cc2)cc1 (stereo not given)	4%
CCOC(=O)c1[nH]c(C)c(C(=O)NC(C)(C)C)c1C	-7%
CCOC(=O)C(C)Sc1nc(=O)n2cc(C)ccc2n1 (stereo not given)	-15%
